Compound activity as filed in PubChem BioAssay.
IEC-6 tox – cytotoxicity in IEC-6 intestinal epithelial cells, primary screen, cytotoxicity control for KLF5 inhibitor project, cell-based, luminescence. IEC-6 cytotoxicity, luminescence viability. 290,000 tested, 0.78% active. AID 1825, 2009. inhibition, % at 5 µM; in the data active = inhibition above about 22%;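 also: 0% = plate median of test compound wells and 100% = cytotoxic reference compound wells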
HSF1 inhib – HSF1 inhibitors in luciferase reporter cells, primary screen, cell-based, NIH3T3, luminescence. NIH3T3-HGL HSE-luciferase, MG132-induced, luminescence 8 h; active compounds read low. activity change, negative = inhibition, % at 7.5 µM (by protocol). 300,000 tested, 0.77% active. AID 2098, 2009;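 active = more than half of replicate wells show activity change below -50%, luminescence cut by over half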;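 also: luciferase reports HSF-1 transcriptional activity via heat shock element; 0% = median of DMSO wells and -100% = zero luminescence signal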
HSF-1 act – HSF-1 activators, primary screen, NIH3T3-HGL cells, MG132 stress, luminescence, single point; NIH3T3-HGL HSF-1 luciferase reporter, 8 h; 100% = twice DMSO control signal; activation, % at 9 µM; 300,000 tested, 1.7% active; AID 504408, 2011;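 active = mean replicate activation of at least 50% with a set share of replicates each reaching 50%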;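 also: 0% = median of the neutral control wells and 100% = twice that signal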
HIF activator – HIF pathway transcriptional activators, primary screen, cell-based, U2OS HRE-luciferase, luminescence; U2OS HRE-luciferase reporter; normalized: DMSO 0%, desferrioxamine 100%; 300,000 tested, 0.32% active; AID 1910, 2009; activation, % at 7.5 µM (by protocol);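 active = mean activation of at least 10% of the iron chelator positive control signal, with at least half of replicates also reaching 10%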
GSK3B inh – human GSK3beta kinase inhibitors, primary screen, biochemical, cell-free homogeneous, HTS. 300,000 tested, 0.038% active. GST-GSK3beta kinase, ADP-Glo luminescence, 60 min; active compounds read low. Glycogen synthase kinase-3 beta (Homo sapiens), P49841. activity score (negative = inhibition), % at 10 µM;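 active = more than half of replicate wells score below -50%, meaning over 50% inhibition versus plate controls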;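 also: 0% = median DMSO wells and -100% = median GW8510 positive control wells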
Target sequence (P49841 whole entry, looked up): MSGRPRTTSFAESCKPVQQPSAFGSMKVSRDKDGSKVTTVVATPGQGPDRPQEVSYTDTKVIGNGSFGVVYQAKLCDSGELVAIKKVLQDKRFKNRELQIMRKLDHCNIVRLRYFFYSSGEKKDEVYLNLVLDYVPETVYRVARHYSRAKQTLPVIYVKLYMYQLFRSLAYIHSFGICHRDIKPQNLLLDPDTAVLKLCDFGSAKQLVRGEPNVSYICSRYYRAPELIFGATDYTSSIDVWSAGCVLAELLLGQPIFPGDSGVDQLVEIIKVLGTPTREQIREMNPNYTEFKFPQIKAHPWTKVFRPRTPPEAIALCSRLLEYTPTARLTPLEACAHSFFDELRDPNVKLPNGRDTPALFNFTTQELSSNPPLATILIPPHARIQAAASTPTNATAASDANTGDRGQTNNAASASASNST
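Assay system: GST-fused GSK3beta enzyme, cell-free / Medium: Tris pH 7.5 buffer with MgCl2, DTT, BSA, heparin / Also added: peptide substrate plus 25 µM ATP (final) / Compound: 10 µM single point / Timing: kinase reaction with compound 60 min at room temperature / Detection: ADP-Glo luminescence / Benchmarks: DMSO neutral wells and GW8510 at 20 µM as positive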
aSyn 5UTR inh – MLPCN primary screen, SNCA 5' untranslated region; alpha-synuclein 5'UTR reporter, inhibitor activity; inhibition, % (tested at 7.5 µM); 300,000 tested, 0.82% active; in the data active = inhibition above about 60%;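 also: H4 neuroglioblastoma cells stably carrying SNCA 5'UTR luciferase fusion; 0% = DMSO wells and 100% = positive control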
KLF5 inhibitor – KLF5 expression inhibitors, primary screen, DLD-1 cells, luminescence | DLD-1 KLF5 promoter-luciferase reporter | inhibition, % at 5 µM | 290,000 tested, 0.23% active | AID 1700, 2009;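 active = inhibition above a per-plate limit of that plate's mean compound inhibition plus 3 SD, cut at about 60% in these data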;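 also: 0% = DMSO wells and 100% = LY294002 at 200 µM; higher means less KLF5 promoter-driven luciferase light; inactives centre near -14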
HSP90 refold inh – HSP90 inhibitors, primary screen, cell lysate, luminescence; Heat shock protein HSP 90 (rabbit reticulocyte lysate; luciferase refolding); Rabbit reticulocyte lysate, luciferase refolding luminescence, 3 h; inhibition, % at 5.6 µM; 290,000 tested, 0.91% active;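 active = inhibition above the screen-wide mean plus 3 SD, computed separately per campaign, cut at about 16% in these data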;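 also: 0% = DMSO wells and 100% = 60 µM geldanamycin wells; inhibitors lower the luminescence because luciferase stays unfolded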
AI-2 QS modul – Vibrio harveyi AI-2 quorum sensing modulators, primary screen, JMH597 strain, luminescence/OD600 ratio; Vibrio harveyi JMH597 AI-2 luminescence/OD600 ratio, 9 h; active compounds read low; strain lacks LuxN and CqsS sensors; 0 = neutral-control median; activity change, % at 7.5 µM; 300,000 tested, 0.4% active; AID 2094, 2009; in the data active = activity change below about -75%, passing the limit was not always enough;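 also: luminescence divided by OD600 gain over 9 h not by final OD600 alone; inactives centre near 13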
GSK3A inh – blockers of GSK3A enzyme activity – biochemical, luminescence, cell-free homogeneous, HTS, primary screen | Glycogen synthase kinase-3 alpha (Homo sapiens), P49840 | GSK-3 alpha kinase, ADP-Glo luminescence, 60 min | inhibition, % at 10 µM | 320,000 tested, 0.1% active;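 in the data active = inhibition above about 50%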;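 also: GST-tagged GSK-3 alpha with peptide substrate and 25 µM ATP; 0% = DMSO neutral wells and 100% = GW8510 positive control wells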
Target sequence (P49840 whole entry, looked up): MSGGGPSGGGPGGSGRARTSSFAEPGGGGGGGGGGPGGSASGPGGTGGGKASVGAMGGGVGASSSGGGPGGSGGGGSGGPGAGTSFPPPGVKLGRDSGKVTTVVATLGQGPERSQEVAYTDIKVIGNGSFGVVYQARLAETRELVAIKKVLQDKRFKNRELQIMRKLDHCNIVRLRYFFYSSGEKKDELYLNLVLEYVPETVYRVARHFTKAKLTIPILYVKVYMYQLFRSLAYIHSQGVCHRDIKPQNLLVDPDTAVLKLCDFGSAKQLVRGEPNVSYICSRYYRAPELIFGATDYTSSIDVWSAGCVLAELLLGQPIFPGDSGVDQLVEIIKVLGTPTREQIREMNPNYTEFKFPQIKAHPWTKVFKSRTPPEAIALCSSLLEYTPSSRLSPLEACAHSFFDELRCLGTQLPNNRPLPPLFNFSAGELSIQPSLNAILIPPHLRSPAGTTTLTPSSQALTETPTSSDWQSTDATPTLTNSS
The depositor's hits bear a star; . = not tested or not shown.

SMILES | IEC-6 tox | HSF1 inhib | HSF-1 act | HIF activator | GSK3B inh | aSyn 5UTR inh | KLF5 inhibitor | HSP90 refold inh | AI-2 QS modul | GSK3A inh
O=C(O)c1cccc(CSc2ncccn2)c1 | -5 | 0 | -1 | -0.3 | 4 | 4 | -32 | -1 | 10 | 2
C/C(=N\NC(=O)c1ccc(NS(=O)(=O)c2cccs2)cc1)c1ccc2c(c1)OCO2 | -19 | -2 | 3 | -0.3 | 1 | 3 | -32 | -2 | -1 | 3
CC1CC(=O)Nc2ccccc2N1S(=O)(=O)c1cccs1 (stereo not drawn) | 0 | -10 | 2 | 0.4 | 1 | -18 | -30 | 0 | 25 | -1
CCOCCc1nnc(NC(=O)c2ccc(OC)c(OC)c2)s1 | 3 | -5 | -5 | -0.1 | 2 | 5 | 18 | 2 | 8 | -1
NS(=O)(=O)c1ccc(NC(=O)COC(=O)Cc2ccc(Cl)cc2)cc1 | 1 | 4 | -1 | -0.2 | -2 | -8 | 2 | 4 | 29 | 2
Cc1c(OCC(=O)NCCCN2CCOCC2)ccc2c1oc(=O)c1ccccc12 | 5 | -1 | -10 | 0.0 | -2 | -5 | -18 | 2 | 18 | 22
C#CC(C)(CC)NC(=O)Cn1nnc(-c2ccc(S(C)(=O)=O)cc2)n1 (stereo not drawn) | 2 | -8 | -1 | -0.4 | 0 | 0 | 1 | 2 | -4 | -15
Cc1ccc(CNc2nc(N)c([N+](=O)[O-])c(NCc3ccccc3)n2)cc1 | 3 | -5 | -8 | -0.8 | 2 | 34 | -30 | 3 | 15 | 0
COc1ccc(CN2CCN(CCc3ccccc3)C(CCO)C2)c(O)c1 (stereo not drawn) | 8 | 4 | 13 | -1.2 | 1 | -1 | -14 | 4 | 19 | 0
CCn1nc(C)c(CNCc2cn[nH]c2-c2cc3ccccc3o2)c1C | -4 | 10 | -5 | -1.2 | -5 | -6 | 8 | 2 | 2 | -1
Cc1ccc(OCC(=O)N/N=C\c2ccncc2)c(C)c1 | 7 | -9 | 12 | -0.7 | 2 | 11 | 20 | 2 | 3 | .
Cc1cccc(CCNC(=O)C2CCC(=O)N(Cc3ccc(Cl)cc3)C2)n1 (stereo not drawn) | -9 | -1 | 0 | 0.0 | -6 | -7 | -11 | -4 | 17 | 0
COc1ccc(-c2[nH]ncc2CN2CCC(C(=O)N3CCOCC3)CC2)c(F)c1 | 1 | -4 | -23 | -1.1 | 3 | 0 | 2 | 1 | 12 | 5
CC(C)(C)NC(=O)CN(C(=O)c1csnn1)c1cccc2c1CCCC2 | 3 | -14 | 5 | -0.9 | -6 | -1 | -5 | 3 | 9 | 0
CC(C)CCNC(=O)/C=C/c1ccc(Br)cc1 | 6 | 16 | 15 | 0.8 | 1 | -64 | -14 | 3 | 16 | -3
Cc1c(-c2ccc(F)cc2)nc(N)c(C#N)c1-c1cccnc1 | 2 | -7 | 6 | -1.0 | -1 | 27 | -11 | 8 | 7 | 1
Cc1ccc(S(=O)(=O)NCC(=O)N2CCOCCOCCOCC2)cc1 | 5 | -4 | 4 | -0.3 | 0 | 12 | -32 | 2 | 2 | 2
COc1ccc(C2=Nc3cccc4cccc(c34)N2)cc1 | 4 | -1 | -7 | . | 1 | 2 | -19 | -1 | 25 | 2
CN(C)c1ccc(NC(=O)CN2CCC(N3CCCCC3)CC2)cc1 | 4 | 1 | 1 | 0.4 | -7 | 20 | -8 | 0 | 12 | .
Cc1ccc(Cn2nnc3c(=O)[nH]c(C4CCN(C(=O)Cc5cccs5)CC4)nc32)cc1 | -3 | 11 | 29 | 0.0 | -4 | 15 | -5 | -1 | 4 | 0
COc1ccc(NC(=O)C(C)SCc2ccccc2)cc1 (stereo not drawn) | 1 | . | . | 0.6 | -1 | -18 | -13 | 1 | 19 | -2
CCNc1oc(COc2cccc(C)c2)nc1C#N | 0 | 11 | 3 | 2.1 | 3 | -95 | -47 | -2 | 8 | -3
COc1ccc(/C=N/NC(=O)c2nn(-c3ccc(Cl)cc3)c(=O)c3c(N)scc23)cc1 | -6 | 6 | 36 | -0.7 | 4 | -18 | 16 | 5 | 12 | -1
O=C(CN(C(=O)CCC(=O)Nc1nccs1)c1ccccc1F)NCc1ccc(F)cc1 | 1 | -3 | -4 | 0.1 | 0 | 6 | -16 | -2 | 11 | -1
COc1cccc(NC(=O)CSc2nnc3ccc(-c4ccncc4)nn23)c1 | . | 16 | 58* | 2.0 | 3 | 21 | . | . | 24 | .
(list continues)
SMILES | IEC-6 tox | HSF1 inhib | HSF-1 act | HIF activator | GSK3B inh | aSyn 5UTR inh | KLF5 inhibitor | HSP90 refold inh | AI-2 QS modul | GSK3A inh
Cc1c(NC(=O)CN2C(=O)NC(C)(c3ccccc3Cl)C2=O)c(=O)n(-c2ccccc2)n1C (stereo not drawn) | 4 | -3 | 1 | -5.2 | 2 | -33 | -20 | 0 | 7 | -1
COCCCn1c(SCC(=O)N2CCOCC2)nc2ccccc2c1=O | -1 | 1 | 8 | -0.2 | 5 | 13 | -14 | -1 | 14 | 1
CN(C)Cc1c(O)ccc2cc(-c3nc4ccccc4n3C)c(=O)oc12 | 6 | -12 | -6 | 3.6 | 2 | -70 | -18 | 1 | -12 | 2
CCOC(=O)c1ccc(NC(=S)N2CCSC2c2ccc(Cl)cc2)cc1 (stereo not drawn) | -7 | . | . | . | 4 | 5 | -1 | 2 | 16 | 2
C=C(C(=O)O)C(CCCCCC)C(=O)O (stereo not drawn) | 1 | 3 | -3 | -0.1 | 1 | 25 | -20 | 0 | 23 | -1
COc1ccc(N2CC(C(=O)Nc3cc(C)ccn3)CC2=O)cc1 (stereo not drawn) | 1 | 0 | -4 | -0.2 | -38 | -25 | -4 | -4 | 12 | 32
Cc1nnc(SCc2ccc(F)cc2Cl)s1 | 3 | 12 | 35 | 3.9 | -1 | -81 | -39 | -2 | 21 | .
COC(=O)c1ccc(COc2cc(O)c3c(c2)OC(C)(C)CC3=O)cc1 | -2 | 7 | 18 | 0.2 | 1 | -22 | -18 | -5 | 26 | -5
CCn1c(-c2ccccc2SC)n[nH]c1=S | -12 | 2 | -4 | -0.1 | 1 | -3 | 9 | 5 | 5 | -2
CC(=O)c1ccc2c(c1)C1C=CCC1C(c1ccncc1)N2 (stereo not drawn) | -10 | 1 | 11 | 1.3 | 1 | -77 | -70 | 0 | -2 | 3
O=C(Oc1ccc(/C=N/n2cnnc2)cc1)c1cccc([N+](=O)[O-])c1 | -5 | 4 | -20 | -0.4 | -2 | 19 | -9 | 0 | 5 | -5
CC1=C(C(=O)OCCC(C)C)C(c2ccc3c(c2)OCO3)NC(=O)N1 (stereo not drawn) | -2 | 12 | -7 | -0.6 | -1 | 15 | -27 | -2 | 1 | -2
CCOC(=O)/C(=N\Nc1ccccc1[N+](=O)[O-])c1csc(Nc2ccccc2)n1 | 0 | -2 | 20 | 0.9 | 0 | 11 | -26 | 0 | 23 | 0
Cc1ccc(N=C2C(=O)Nc3ccc(Br)cc32)cc1 | 2 | -3 | 38 | -38 | 2 | 4 | -30 | 3 | 48 | 1
COc1ccc(Cc2nnc(SCc3ccc([N+](=O)[O-])cc3)o2)cc1 | 1 | -20 | -35 | 0.7 | -1 | -17 | -7 | -1 | -9 | -2
Cc1cc(Br)ccc1NC(=O)CN(C)C(=O)COc1cccc2c1OC(C)(C)C2 | . | 4 | 21 | 0.2 | 0 | 7 | . | . | 12 | 0
COc1ccc(Cl)cc1NC(=O)c1cc(-c2ccc(C)cc2O)n[nH]1 | 4 | 2 | 7 | -0.2 | -1 | 4 | -5 | 2 | 13 | 0
O=C(Nc1cccc(Cl)c1)NC1CCN(C2CCCCC2)C1 (stereo not drawn) | 3 | -2 | -1 | -1.1 | -14 | -3 | -20 | 2 | 11 | 0
N#Cc1ccc(S(=O)(=O)N2CCC(N3CCCCC3)CC2)cc1 | -3 | -5 | 19 | -0.5 | 0 | -8 | -5 | -4 | -2 | -1
O=C(NC12CC3CC(CC(C3)C1)C2)N1CCC(O)CC1 | -7 | -1 | -4 | -0.7 | -4 | 0 | 2 | 0 | 28 | -4
CCSc1ccccc1C(=O)N1CCN(c2ccccc2F)CC1 | 8 | 3 | -4 | 0.4 | -2 | 1 | -17 | 0 | 3 | -4
Cc1ccc(S(=O)(=O)N2CCN(c3ccccc3)CC2)cc1 | -10 | 2 | 19 | -0.6 | 0 | -1 | -28 | -1 | 24 | -3
N#C/C(=C\c1ccc2c(c1)OCCO2)C(=O)NC1CCCCC1 | -5 | 3 | 11 | 2.0 | 2 | -5 | -10 | 3 | 5 | -1
Cc1nn(C)cc1CNC(=O)c1ccc(F)cc1 | -1 | 1 | 1 | -0.5 | 2 | 15 | -7 | 0 | 31 | 1
COc1ccc(C(=O)C2CCCN(Cc3cccn3-c3ccc(Cl)cn3)C2)c(OC)c1 (stereo not drawn) | 2 | . | . | -0.2 | 1 | 33 | -12 | 2 | 3 | 2
Next structures.
SMILES | IEC-6 tox | HSF1 inhib | HSF-1 act | HIF activator | GSK3B inh | aSyn 5UTR inh | KLF5 inhibitor | HSP90 refold inh | AI-2 QS modul | GSK3A inh
CC(C)(C)NC(=O)Cc1ccc(Cl)c(Cl)c1 | 2 | -3 | 11 | -0.2 | -5 | 12 | -27 | 0 | 36 | -2
CCCCNC(=O)CC1C(=O)N(Cc2ccccc2)C(C)c2nc3ccccc3n21 (stereo not drawn) | -3 | -8 | -6 | 0.0 | -1 | -13 | -10 | -2 | 24 | -3
COc1ccc(OC)c(N(CC(=O)N2CCOCC2)S(C)(=O)=O)c1 | -1 | -1 | -3 | 0.5 | 1 | 2 | -27 | -3 | 14 | -3
CCN(CC)C(=O)C1CCN(Cc2cccc(OCc3ccccc3)c2)CC1 | 4 | -3 | 4 | -1.8 | 2 | 2 | -37 | -8 | -17 | 1
COc1ccc2oc(C(=O)N(C)Cc3ccc(OC(F)F)cc3)c(C)c2c1 | 3 | 4 | -4 | 0.2 | 0 | -27 | -3 | -1 | 16 | -4
CC1CCN(C(=O)CSc2nc3ccccc3[nH]2)CC1 | 4 | 21 | 49 | 2.1 | 2 | -105 | -107 | 4 | 16 | -1
CCOc1cc(C2Nc3ccccc3C(=O)N2c2ccccc2)ccc1O (stereo not drawn) | -2 | 3 | -4 | 0.7 | -2 | -51 | -72 | -3 | 12 | 2
CCn1c(SCC(=O)Nc2cccc(NC(=O)c3cccs3)c2)nnc1-c1ccncc1 | -5 | -8 | -24 | -0.2 | -5 | 27 | -19 | 3 | 7 | 4
